# HCV inhibitor: blocks hepatitis C virus. Huh7.5.1 HCVcc-Cre infection, luciferase reporter, 44 h. Potency, µM (top dose mostly 41.8 µM), for inactives: at the top dose activity change, negative = inhibition, actives largely listed as inhibitors. 340,000 compounds, 3.4% hits. AID 651820; also: potency is read from the fitted curve at half-maximal effect
#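 Whole-lifecycle infectious HCVcc-Cre system; cells 1,000/well, compound then virus (~0.5 moi) added 4 h after plating, 44 h culture. Luciferase read 15 sec following 15 min substrate incubation, room temp.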
# HCMV antiviral: inhibitors of human cytomegalovirus | 410,000 compounds, 4.5% hits | AID 1259415 | activity change, negative = inhibition, % at 57.5 µM | HFF cells, HCMV-luciferase reporter, 72 h; active compounds read low; in the data active = activity change below about -60%; inconclusive = no clear call, values can overlap the other calls; inactive = above about -39%
#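 Two compound doses tested in HFFs infected with HCMV-luciferase, MOI 1 PFU/cell, 72 h at 37C. Lysate luminescence read with OneGlo; data normalized against buffer-only and 10uM Salinomycin inhibitor controls.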
# Sm TGR block: inhibitors of Schistosoma mansoni thioredoxin glutathione reductase; Q962Y6; purified TGR, DTNB reduction, TNB absorbance 405 nm; Potency, µM (top dose mostly 114 µM), for the others: at the highest dose activity change, negative = inhibition, most hits filed as inhibitors; 360,000 compounds, 3% hits; also: potency is read from the fitted curve at half-maximal effect; nearly all actives have a fitted effect of over 60% in size
#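 First, TGR (20 nM dispensed) and NADPH were mixed with compound. Second, a 15 min room-temperature incubation followed. Third, further NADPH and then DTNB were added to start the reaction. Finally, TNB absorbance was monitored kinetically.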
# AMA1-RON2 inh: disrupts binding of P. falciparum AMA1 to RON2 | AID 720542 | AlphaScreen AMA1-biotinylated RON2 peptide binding | Potency, µM (top dose mostly 58.2 µM), inactives show at the highest dose activity change, negative = inhibition, most hits filed as inhibitors | 360,000 compounds, 0.2% hits;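 also: potency is read from the fitted curve at half-maximal effect; 0% = vehicle wells and -100% = peptide control; nearly all actives have a fitted effect of over 45% in size; some results filed as inactive show a strong effect at the top dose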
#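 AMA1 (3D7) with his tag at 25 nM final met compounds first, then biotinylated RON2 peptide at 25 nM; detection used donor plus acceptor beads, 10 µg/mL apiece, read by AlphaScreen after 30 min at room temperature.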
# FBPA Giardia inh: inhibitors of Giardia lamblia fructose-1,6-bisphosphate aldolase; purified Giardia FBPA; 290,000 compounds, 0.71% hits; Potency, µM (series often up to 59.6 µM), for inactives: at the highest dose activity, negative = inhibition, most hits filed as inhibitors; also: potency is read from the fitted curve at half-maximal effect; nearly all actives have a fitted effect of over 55% in size
# Target sequence (A8B2U2 whole entry, looked up): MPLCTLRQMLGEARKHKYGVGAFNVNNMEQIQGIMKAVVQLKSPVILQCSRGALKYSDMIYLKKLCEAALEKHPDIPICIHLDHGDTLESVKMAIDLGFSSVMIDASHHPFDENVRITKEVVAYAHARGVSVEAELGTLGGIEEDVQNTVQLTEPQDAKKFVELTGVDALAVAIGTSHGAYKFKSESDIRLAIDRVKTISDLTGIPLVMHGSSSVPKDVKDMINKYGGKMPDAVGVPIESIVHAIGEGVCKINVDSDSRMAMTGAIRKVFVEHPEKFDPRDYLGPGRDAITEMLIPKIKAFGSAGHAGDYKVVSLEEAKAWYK
#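 40 nM FBPA preincubated 10 min at RT with compound (up to 57.5 uM final), then substrate plus GAPDH/TPI/NAD/arsenate coupling and diaphorase/resazurin added. Fluorescence read after 20 min at RT, 525/598 nm.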
# AmpC inh detg: inhibitors of E. coli AmpC beta-lactamase with detergent | P00811 | AmpC hydrolysis of nitrocefin, absorbance 480 nm, 0.01% Triton | Potency, µM (highest dose often 114 µM), inactives show at the highest dose activity change, negative = inhibition, most hits filed as inhibitors | 370,000 compounds, 0.041% hits | AID 485294;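 also: potency is read from the fitted curve at half-maximal effect; 0% = no-compound wells and -100% = no-enzyme wells; nearly all actives have a fitted effect of over 25% in size; some results filed as inactive show a strong effect at the top dose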
# Target sequence (P00811 whole entry, looked up): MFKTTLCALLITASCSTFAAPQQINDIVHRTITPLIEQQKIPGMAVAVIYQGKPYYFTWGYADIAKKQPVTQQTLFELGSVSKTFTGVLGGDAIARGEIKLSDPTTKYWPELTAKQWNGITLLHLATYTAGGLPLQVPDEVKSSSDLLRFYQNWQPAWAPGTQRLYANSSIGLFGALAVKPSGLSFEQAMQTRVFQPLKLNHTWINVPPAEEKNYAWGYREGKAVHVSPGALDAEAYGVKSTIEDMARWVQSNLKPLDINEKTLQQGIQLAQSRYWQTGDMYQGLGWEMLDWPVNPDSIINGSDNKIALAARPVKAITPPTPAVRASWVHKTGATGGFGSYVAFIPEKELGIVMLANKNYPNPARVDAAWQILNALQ
#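 20 mM phosphate pH 7.0 + 0.01% (detergent screen) or 0.0001% Triton X-100; 5.3 nM AmpC reagent; cpd preinc 15 min RT; nitrocefin (800 uM stock) to start; A480 q20 s × 4 min; Activity was normalised to no-enzyme and no-compound control wells.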
# An asterisk follows results filed as active; ? = inconclusive; . = not tested or not shown; & = joins results of further samples; [ ] = dose if it differs, or a comment. Unless noted, calls follow the shape of the dose curve; as a rule, active = well fitted curve in the direction sought with a large enough effect; inconclusive = small, poorly fitted or top-dose-only effect, or another doubt; inactive = no such curve, though single readings can be large; an effect the other way counts as inactive or inconclusive. Unless noted, % is scaled to controls: 0 for no effect and ±100 for the full control effect.
mol	FBPA Giardia inh	HCMV antiviral	AMA1-RON2 inh	HCV inhibitor	Sm TGR block	AmpC inh detg
CC(=O)/C(=N\Nc1ccc(C)cc1)N1CCOCC1	-4%	-7	2%	-3%	-9%	-2%
CCN1C(=O)C(CC(=O)Nc2ccccc2)S/C1=N\c1ccccn1 (centres undefined)	2%	?	2%	-15%	0%	-3%
Cc1cc(-c2n[nH]c(=S)n2/N=C/c2c[nH]c3ccccc23)n[nH]1	-19%	7	94%[activator]	-1%	21%	7%
CS(=O)(=O)c1ccc(Cl)c(NC(=O)CSc2nc3ccccc3c(=O)n2Cc2ccco2)c1	.	3	-5%	?	4%	-11%
C[C@]12CCC3C(CC[C@H]4C[C@@H](O)CC[C@]34C)[C@H]1CC[C@H]2O (some centres undefined)	.	-20	0%	-5%	.	.
CCNC(=S)N(CCc1c(C)[nH]c2ccccc12)Cc1cc(OC)c(OC)c(OC)c1	-6%	-18	-16%	?	-14%	-11%
Cc1onc(-c2ccccc2)c1C(N)=O	7%	-13	5%	12%	0%	-3%
CSCCC(NC(=O)c1ccc(Cl)cc1Cl)C(=O)N(C)Cc1nc2ccccc2c(=O)[nH]1 (centres undefined)	.	-16	-5%	?	-3%	?
CCOc1ccccc1NC(=O)c1cc(-c2ccccn2)nc2ccccc12	.	0	8%	-1%	-12%	?
COc1ccc(NC(=O)C(CCS(C)(=O)=O)N2C(=O)c3ccccc3C2=O)cc1 (centres undefined)	0%	5	8%	1%	-9%	-2%
CCN(CC)C(=O)CSc1nc2cc3c(cc2c(=O)n1Cc1ccco1)OCO3	10%	17	-9%	10µM*	-1%	4%
Oc1cccc2ccc(/C=C/c3cccs3)nc12	-13%	3	64%[activator]	?	0%	0%
COc1ccc(NC(=O)CN2CCN(CC(=O)Nc3cc(OC)cc(OC)c3)CC2)cc1	?	38	27%	-11%	29%	-2%
COc1ccccc1-n1nnnc1SCC(=O)N1CCCC1=O	.	32	0%	10%	-8%	5%
CCOC(=O)c1cc2c(=O)n3ccccc3nc2n(CC2CCCO2)c1=NC(=O)c1ccccc1OCC (centres undefined)	.	-3	.	.	-1%	1%
Cc1cc(Cl)ccc1NC(=O)COC(=O)c1cc([N+](=O)[O-])ccc1N1CCOCC1	.	-24	12%	2.5µM*	-3%	0%
COc1ccc(Cl)cc1S(=O)(=O)NCCCn1ccnc1	-9%	24	-7%	15%	1%	?
COc1ccc(NC(=O)C(=O)Nc2cccc3cccnc23)c(OC)c1	11%	28	0%	-2%	-2%	?
CC(=O)Nc1ccc2c(c1)nc(CCN1CCN(c3ccccn3)CC1)n2C	2%	43	-1%	11%	0%	-9%
CCN(CC)C(=O)Oc1ccc2ccccc2c1Cl	-1%	-27	-18%	-6%	-10%	0%
O=c1nccc(N/N=C/c2cccc(O)c2)[nH]1	?	14	30%	16%	1%	-5%
O=C(CN1CCN(CC(=O)Nc2ccc(F)cc2)CC1)NCC1(N2CCOCC2)CCCCC1	.	-2	11%	2%	-20%	2%
COCCN(C(=O)CSc1nnc(C)n1-c1ccc(C)cc1)c1c(N)n(Cc2ccccc2)c(=O)[nH]c1=O	.	-22	-1%	17%	-3%	-19%
CC(=O)Nc1ccc(OC(=O)c2cc3ccccc3oc2=O)cc1	2%	-21	1%	5%	0%	?
COc1cc(NC(=O)c2cc(Cl)nnc2Cl)cc(OC)c1OC	4%	1	5%	-3%	-5%	2%
C/C(=N\NC(=O)c1nnn(-c2nonc2N)c1-c1ccc2c(c1)OCO2)c1ccccc1	.	0	12%	13%	-5%	4%
C=CCSc1nnc(NC(=O)CSc2nc3ccccc3o2)s1	4%	5	24%	11%	0%	-6%
Cc1cc(Nc2ccccc2C)c2cccc(C)c2n1	.	-23	.	.	0%	11%
Cc1ccc(Nc2nc(N)nc(CN3CCN(Cc4ccc5c(c4)OCO5)CC3)n2)cc1C	5%	?	-15%	?	.	-4%
CCC(CO)Oc1cc(NCc2cc(C)cc(C)c2)c2ncn(C(C)C)c2c1 (centres undefined)	.	7	-23%	1.6µM*	.	.
CCN=C(NCC)SC1CC(=O)N(c2ccccc2)C1=O (centres undefined)	2%	-5	4%	7%	-28%	?
CNS(=O)(=O)c1cccc(C(=O)OCC(=O)Nc2ccccc2OC(F)F)c1	1%	6	1%	6%	5%	-12%
Cc1cc(C)nc(/N=C(/NC(=O)Nc2ccc(Cl)c(Cl)c2)Nc2ccccc2)n1	4%	.	.	7%	0%	-6%
COc1ccccc1-c1n[nH]c(=S)n1N	16µM*	15	11%	4%	10%	-9%
Cn1c(=O)c(=O)n(C)c2cc(S(=O)(=O)N3CCN(c4ccc(F)cc4)CC3)ccc21	0%	10&-29	7%	25%	-12%&-4%	?
CCN(CC(=O)Nc1cccc(OC)c1)C(=O)c1ccco1	1%	1	-5%	-16%	?	-1%
CCN(CC)c1nc(N2CCOCC2)c(C#N)c2c1CN(C)CC2	-8%	-10	1%	?	3%	?
O=C1CC(c2ccco2)=Nc2ccccc2N1	-6%	-16	-7%	8%	45µM*	-4%
COc1ccc(CN2CCN(C(=O)c3ccco3)CC2)cc1OCc1ccccc1	-10%	-12	?	?	2%	?
CC(Sc1ccc2c(c1)OCCO2)C(=O)Nc1ccc(N2CCOCC2)cc1 (centres undefined)	7%	77	-7%	4%	9%	-3%

# Of the compounds above, six contain an aryl thioether with sulfur outside any ring.
mol	FBPA Giardia inh	HCMV antiviral	AMA1-RON2 inh	HCV inhibitor	Sm TGR block	AmpC inh detg
CS(=O)(=O)c1ccc(Cl)c(NC(=O)CSc2nc3ccccc3c(=O)n2Cc2ccco2)c1	.	3	-5%	?	4%	-11%
CCN(CC)C(=O)CSc1nc2cc3c(cc2c(=O)n1Cc1ccco1)OCO3	10%	17	-9%	10µM*	-1%	4%
COc1ccccc1-n1nnnc1SCC(=O)N1CCCC1=O	.	32	0%	10%	-8%	5%
COCCN(C(=O)CSc1nnc(C)n1-c1ccc(C)cc1)c1c(N)n(Cc2ccccc2)c(=O)[nH]c1=O	.	-22	-1%	17%	-3%	-19%
C=CCSc1nnc(NC(=O)CSc2nc3ccccc3o2)s1	4%	5	24%	11%	0%	-6%
CC(Sc1ccc2c(c1)OCCO2)C(=O)Nc1ccc(N2CCOCC2)cc1 (centres undefined)	7%	77	-7%	4%	9%	-3%

# Following part
mol	FBPA Giardia inh	HCMV antiviral	AMA1-RON2 inh	HCV inhibitor	Sm TGR block	AmpC inh detg
COc1cccc(CN2CC(C(=O)N3CCCCCC3)CCC2=O)c1 (centres undefined)	.	-3	17%	22%	-28%	2%
CC1(C(=O)OCC(=O)NC(=O)c2ccccc2)CC1(Cl)Cl (centres undefined)	.	18	-21%	1%	4%	5%
O=C(CCc1ccccc1)NCc1ccc2c(c1)CCN2C(=O)c1ccccc1	.	-7	.	.	1%	4%
Cc1cccc(NC(=O)c2c(Br)sc3c2CCCC3)c1	.	0	.	.	-1%	3%
C=CCSc1nc(=O)n2ccccc2n1	3%	-6	-4%	9%	0%	1%
O=C(O)CC[C@@H](C(=O)O)N1C(=O)c2ccccc2C1=O	-2%&3%	27	11%	?	8%	3%
CC1(C)CC2CC(C)(CN2CC(O)COc2ccccc2)C1 (centres undefined)	?	43	-3%	9%	-1%	-3%
COC(=O)c1ccc(NC(=O)CSc2nnc(CNc3ccc(OC)cc3)n2C)cc1	?	33	-20%	-13%	?	0%
CC(=O)c1ccc(NC(=O)CSc2ccc3nc(-c4ccccc4)cn3n2)cc1	.	91	.	.	1%	-5%
CCOc1ccc(C(=O)N(C)C2CCS(=O)(=O)C2)cc1 (centres undefined)	2%	1	9%	23%	-14%	1%
CCOC(=O)C1=C(C)NC(=S)N(C(C)=O)C1c1ccccc1 (centres undefined)	3%	-2	-3%	?	-14%	?
Nc1nnc(SCC(=O)Nc2cccc(Cl)c2)s1	.	-11	0%	11%	32%	0%
Cc1ccc(NC(=O)CSc2nccn2-c2ccccc2)cc1	.	0	.	.	2%	9%
COCc1cc(C)nc(SCc2nc3ccccc3c(=O)[nH]2)c1C#N	-14%	-2	0%	-27%	-8%	-4%
CC1C(=O)N2CCCc3cc(NS(=O)(=O)c4ccc([N+](=O)[O-])cc4)cc1c32 (centres undefined)	.	-13	-10%	-3%	-19%	-10%
COc1ccccc1N1CCN(C(=O)COc2cc(C)cc(C)c2)CC1	2%	40	?	-9%	-6%	-7%
O=C(CSc1nnc(-c2ccco2)n1-c1ccccc1)N1CCOCC1	0%	90	7%	7%	-24%	4%
COc1cc(OC)cc(-c2cc(N)n(S(=O)(=O)Cc3ccccc3)n2)c1	-2%	9	-2%	-17%	13%	?
CCN(CC)C(=O)CSc1nc2cc3c(cc2c(=O)n1CCCCCC(=O)NCc1ccc(OC)cc1)OCO3	1%	?	-17%	?	7%&3%	?
Cc1ccc2c(C)nc(N/C(N)=N/S(=O)(=O)c3ccccc3)nc2c1	.	-36	-9%	-5%	5%	-3%
O=C(COc1ccc(S(=O)(=O)Nc2ccccc2)cc1)NCc1ccccn1	.	3	-2%	15%	-29%	0%
CC(=O)c1ccc(NC(=S)NCCc2ccc(S(N)(=O)=O)cc2)cc1	0%	5	-1%	12%	40µM*	1%
O=C(O)c1sccc1SCc1ccc(Cl)c(Cl)c1	20%	-25	-13%	6%	-15%	-6%
O=C(NC1CCCCC1)C1CCN(c2ncccn2)CC1	-7%	7	6%	-6%	-1%	-7%
CCN(C(=O)CSc1nc2ccc(Cl)cc2[nH]1)C1CCS(=O)(=O)C1 (centres undefined)	.	?	17%	7%	.	.
NC(=O)C1CCN(C(=O)c2ccc([N+](=O)[O-])cc2NC(=O)c2cccs2)CC1	1%	12	0%	9%	1%	-14%
COc1ccccc1/C=C/C=N/n1c(-c2ccc(F)cc2)n[nH]c1=S	10%	-21	64%[activator]	0%	-3%	12%
Cc1ccc(-n2c(=O)[nH]c3ccc(Br)cc3c2=O)cc1	.	-19	.	.	2%	11%
NS(=O)(=O)c1ccc(Nc2nc(-c3ccc(O)cc3O)cs2)cc1	-21%	-91*	9%	-22%	4%	1%
CCOC(=O)N1CCN(C(=O)CN(c2cc(Cl)ccc2OC)S(=O)(=O)c2ccccc2)CC1	0%	-92*	1%	-7%	-46%	?
CN1CCN(c2ccc(S(=O)(=O)N3CCOCC3)cc2)CC1	.	42	-5%	17%	0%	-3%
COCc1nnc(NC(=O)c2cccc(NC(=O)c3ccccc3)c2)s1	-2%	3	9%	9%	0%	-2%
O=C(CCC(=O)c1cccs1)NCc1ccc(F)cc1	?	-17	-8%	3%	-1%	-8%
O=C(COc1coc(CN2CCc3ccccc3C2)cc1=O)Nc1ccc(Cl)cc1	.	-13	0%	-8%	6%	-13%

# Screening data: PubChem, National Center for Advancing Translational Sciences (NCATS)
